# TLR9-MyD88 inh = inhibitors of TLR9-MyD88 association in cells, primary screen, cell-based, CHO, BLA complementation, fluorescence; 0.21% of 340,000 active; Toll-like receptor 9 (Homo sapiens) + Myeloid differentiation primary response protein …; inhibition, % at 4.98 µM; CCF4 FRET ratio;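 active means inhibition above the mean over all tested compounds plus 3 SD, cut at about 21% in these data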;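 further: 0% = DMSO only wells and 100% = clavulanate BLA inhibitor control wells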
# Target sequence (Q99836 whole entry, looked up): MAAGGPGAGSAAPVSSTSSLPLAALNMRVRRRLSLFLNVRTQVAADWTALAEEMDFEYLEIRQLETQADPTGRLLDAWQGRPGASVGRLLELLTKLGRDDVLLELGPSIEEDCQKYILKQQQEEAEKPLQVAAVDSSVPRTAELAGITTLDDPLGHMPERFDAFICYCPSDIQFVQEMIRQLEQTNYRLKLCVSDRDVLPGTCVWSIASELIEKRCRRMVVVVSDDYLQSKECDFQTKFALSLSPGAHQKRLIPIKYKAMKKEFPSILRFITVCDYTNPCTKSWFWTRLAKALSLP
# Target sequence (Q9NR96 whole entry, looked up): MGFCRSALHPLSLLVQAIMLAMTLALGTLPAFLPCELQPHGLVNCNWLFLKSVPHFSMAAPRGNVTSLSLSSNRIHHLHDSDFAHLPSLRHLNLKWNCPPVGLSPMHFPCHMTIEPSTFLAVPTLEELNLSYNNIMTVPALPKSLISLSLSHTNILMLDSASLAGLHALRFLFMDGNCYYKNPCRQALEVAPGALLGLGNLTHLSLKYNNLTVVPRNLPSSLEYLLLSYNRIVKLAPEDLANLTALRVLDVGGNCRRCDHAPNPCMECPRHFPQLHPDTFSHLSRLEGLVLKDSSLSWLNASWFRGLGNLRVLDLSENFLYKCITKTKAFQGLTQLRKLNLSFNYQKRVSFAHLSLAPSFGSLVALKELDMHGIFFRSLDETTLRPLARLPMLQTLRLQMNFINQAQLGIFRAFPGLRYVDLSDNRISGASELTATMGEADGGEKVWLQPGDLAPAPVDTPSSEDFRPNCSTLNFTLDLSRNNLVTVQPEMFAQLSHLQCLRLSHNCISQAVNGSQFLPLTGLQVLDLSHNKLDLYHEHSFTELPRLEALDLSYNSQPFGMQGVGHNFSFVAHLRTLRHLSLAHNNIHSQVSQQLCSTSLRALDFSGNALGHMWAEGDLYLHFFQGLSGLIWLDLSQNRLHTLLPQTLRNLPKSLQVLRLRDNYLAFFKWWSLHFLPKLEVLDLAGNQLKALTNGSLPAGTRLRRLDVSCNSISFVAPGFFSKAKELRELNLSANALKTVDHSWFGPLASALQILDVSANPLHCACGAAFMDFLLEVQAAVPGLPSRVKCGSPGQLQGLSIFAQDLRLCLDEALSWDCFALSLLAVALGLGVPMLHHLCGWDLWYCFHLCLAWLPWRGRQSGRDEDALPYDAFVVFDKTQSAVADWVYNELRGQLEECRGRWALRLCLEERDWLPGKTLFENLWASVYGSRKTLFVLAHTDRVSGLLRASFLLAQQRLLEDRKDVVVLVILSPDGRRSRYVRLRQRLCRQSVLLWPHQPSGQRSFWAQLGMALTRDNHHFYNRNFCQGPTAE
# Glyco luc inh = increase of ERlucT glycosylation luciferase signal, primary screen, N-linked glycosylation inhibitor project, D54 ERlucT cells, luminescence, set 2; AID 588692, 2011; reporter increase, % at 12.5 µM; D54 ERlucT glycosylation luciferase reporter, 24 h; percent of 100 nM tunicamycin response; 0.23% of 360,000 active;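 active means mean luciferase reporter signal, scaled so untreated is 0 and the glycosylation-blocking control 100, at or above a set limit in every replicate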;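 further: luciferase carries N-glycosylation sites so blocking glycosylation raises the light; 0% = median of neutral control wells and 100% = median of 100 nM tunicamycin wells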
# ABCB6 inh 2 = ABCB6 transporter inhibitors, primary screen, K562-ABCB6 cells, flow cytometry, MLPCN library. K562-ABCB6 porphyrin accumulation, 1 h; stronger effect = lower value. 0.19% of 360,000 active. ATP-binding cassette sub-family B member 6 (Homo sapiens), Q9NP58. fluorescence ratio to DMSO, % at 10 µM;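 active means fluorescence ratio to DMSO below 75%, the collection mean minus 3 SD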;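 further: signal is porphyrin accumulated inside mitochondria; 100% equals median channel fluorescence of DMSO control wells; lower ratio means ABCB6 inhibition with less porphyrin fluorescence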
# HTR2A ag = mouse Htr2a agonists via beta-arrestin recruitment, primary screen, cell-based, luminescence | 5-hydroxytryptamine receptor 2A (Mus musculus), P35363 | AID 624169, 2012 | CHO-K1 mHTR2A beta-arrestin complementation; percent of 30 µM serotonin response | 0.66% of 360,000 active | activation, % at 7.6 µM;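 active means activation above a run cutoff, the mean activation of all tested compounds plus 3 SD, cut at about 14% in these data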;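 further: 0% = plate median of compound wells and 100% = 30 µM serotonin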
# ABHD5-PLIN5 inh = ABHD5-PLIN5 interaction inhibitors, primary screen, cell lysate, split luciferase complementation, luminescence; inhibition, % at 4 µM; Split G. princeps luciferase complementation, 4 h; AID 602281, 2012; 0.78% of 360,000 active; Perilipin-5 (Homo sapiens) + 1-acylglycerol-3-phosphate O-acyltransferase ABHD5 (Homo …;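 active means inhibition above the mean inhibition across every tested compound plus 3 SD, cut at about 22% in these data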;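 further: 0% = DMSO only wells and the 100% control is not disclosed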
# MC4R ag barr = MC4R agonists recruiting beta-arrestin, primary screen, cell-based, luminescence, agonist arm of biased-ligand search. activation, % at 8.9 µM. U2OS MC4R beta-arrestin complementation; percent of melanotan II response, DMSO zero. 0.98% of 360,000 active. Melanocortin receptor 4 (Homo sapiens), P32245. AID 540308, 2011;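 active means activation above a per-plate cutoff, the mean activation of sample wells on that plate plus 3 SD, cut at about 8% in these data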
# NOD2 RIPK2 PPI = NOD2-RIPK2 binding disruptors in cells, primary screen, fluorescence, CHO cells, BLA complementation; CCF4 ratio; inhibition, % at 4.98 µM; 0.38% of 360,000 active; AID 624267, 2012; in the data active means inhibition above about 21%;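 further: 0% = vehicle only and 100% = reference blocker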
# SRC2 inh = inhibition of GAL4-SRC2 driven luciferase reporter, primary screen, SRC2 inhibitor project, cell-based, luminescence | Nuclear receptor coactivator 2 (Homo sapiens), Q15596 | HEK293 GAL4-SRC2 luciferase reporter | inhibition, % at 9 µM | 0.17% of 370,000 active | AID 651957, 2012;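 active means inhibition above the mean inhibition of all tested compounds plus 3 SD, set per campaign, cut at about 52% in these data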;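 further: 0% = DMSO treated cells and 100% = cells given Gossypol at 36 µM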
# MC4R antagonist = MC4R antagonists of cAMP signaling, primary screen, cell-based, TR-FRET, antagonist arm of biased-ligand search; inhibition, % at 6.5 µM; MC4R-expressing cells, MTII-stimulated cAMP, LANCE TR-FRET; AID 540295, 2011; 0.48% of 360,000 active; Melanocortin receptor 4 (Homo sapiens), P32245;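 active means inhibition above its plate's cutoff, the mean of tested wells on that plate plus 3 SD, cut at about 29% in these data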;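 further: 0% = Melanotan II alone and 100% = Melanotan II plus saturating MCL0020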
#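 System: U2OS-MC4R stable cell line; Technique: Eu-cAMP/anti-cAMP TR-FRET, emission 671 nm; Repeats: single well per compound; Also added: Melanotan II; Dosing: one concentration, 6.5 µM nominal; Schedule: 30-min compound, 1-h challenge, 1-h detection, room temperature.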
# Cardio protect = cardioprotection against H2O2-induced cell death, primary screen, uHTS, H9c2 cells, ATPLite luminescence | H9c2 cardiomyocytes, H2O2 injury protection, 2 h | protection from H2O2 cell death, % at 20 µM | 0.63% of 360,000 active | AID 588492, 2011;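 active means compounds giving at least 50% protection of heart cells from peroxide-induced death in the single-dose screen, raw or plate-pattern-corrected value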;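 further: 0% = DMSO wells with peroxide and 100% = DMSO wells without peroxide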
# * marks the source's active call; other numbers are inactive results; . = no result given.
canonical_smiles	ABCB6 inh 2	NOD2 RIPK2 PPI	MC4R antagonist	TLR9-MyD88 inh	MC4R ag barr	Cardio protect	Glyco luc inh	HTR2A ag	SRC2 inh	ABHD5-PLIN5 inh
CCOC(=O)c1c(NC(=O)COc2cccc3c2CCN(CC)C3=O)sc2c1CCC2	90	3	8	9	3.6	6	-12	6	11	14
CC(C)CNc1oc(-c2ccc(F)cc2)nc1C#N	105	-8	-3	-2	0.6	-16	-4	-4	-21	-3
CC1CCCC(C)N1C(=O)c1cc(-c2ccc(Cl)c(Cl)c2)on1 (stereo not given)	97	-5	-1	-7	-1.0	-10	-2	0	-6	-6
Cc1noc(C(=O)NCc2ccc(F)cc2)c1Cl	108	-16	9	3	-1.3	-2	0	-2	-27	4
COc1ccccc1NC(=O)c1cc2cc(Br)ccc2oc1=N	92	-10	-6	-2	8.3*	-2	6	6	-8	-10
O=[N+]([O-])c1c(NCc2ccco2)ncnc1NCc1ccco1	99	-6	-5	8	-1.7	0	-1	-3	2	2
Cc1ccc(CNC(=O)c2cccc(OCc3c(C)noc3C)c2)cc1	107	8	4	5	-1.6	-8	2	-13	-5	2
COC(=O)CSc1nc2cc(OC)ccc2cc1C#N	96	-1	-3	5	-2.0	-11	-3	1	-72	2
Cc1ccc2nc(NC(=O)c3ccc(N4C(=O)CCC4=O)cc3)sc2c1	100	-2	4	1	-1.2	4	1	5	-48	1
O=C1C(=O)N(CCCn2ccnc2)C(c2cccc(Br)c2)/C1=C(\O)c1ccc2c(c1)OCCO2 (stereo not given)	101	2	5	2	-3.1	-2	0	-1	-19	-2
Cc1cccc(OC(=O)Nc2ccc(C(=O)O)c(O)c2)c1	94	1	21	-5	-0.9	3	1	9	20	-1
O=C(O)c1ccc(CN(c2ccccc2)S(=O)(=O)c2ccccc2)cc1	96	-2	-1	9	-1.0	-4	2	1	-9	-2
O=C(NCc1ccco1)c1ccc2c(c1)OCCO2	87	-4	4	1	-0.3	-1	.	12	-22	3
O=C(Nc1ccccc1)C1CCN(c2nccs2)CC1	107	2	4	5	-1.4	-2	0	0	-10	-8
CC(=O)c1cccc(OCC(O)CNCC2CCCCC2)c1 (stereo not given)	103	3	5	-21	0.8	0	0	-10	12	-7
C(=N\c1nc2ccccc2n1CCN1CCCCC1)/c1cccs1	112	-1	3	4	-1.3	-1	-1	8	-9	-1
CC1CCN(S(=O)(=O)c2ccc(S(=O)(=O)N3CCCC3)cc2)CC1	96	1	-5	3	-0.8	9	-1	2	-25	-2
O=C(COC(=O)c1ccccc1NC(=O)c1ccco1)NCCC1=CCCCC1	112	7	-1	-5	14*	1	0	-2	-48	0
O=c1c(N=Nc2ccccc2)c[nH]n1-c1ccccc1	107	0	4	-3	0.7	-10	-6	0	-61	-6
CC12CCC(=O)N1C(C(=O)N1CCN(S(=O)(=O)c3cccc(Cl)c3)CC1)CS2 (stereo not given)	98	-2	5	1	-3.5	5	-2	7	3	4
Cn1c2ccccc2c2ncn(CCN3CCOCC3)c(=O)c21	96	-10	-2	-2	-1.2	0	0	3	12	-3
Cc1ccc(-c2nn(C)c(=O)c3ccccc23)cc1S(=O)(=O)N1CCCC1	102	-14	1	-4	-0.8	-3	11	4	-25	-5
CCOc1ccc(CCNC(=O)CCS(=O)(=O)c2ccc(Cl)cc2)cc1OCC	95	-11	8	-1	-0.8	0	0	1	6	2
Cc1cccc(N2CCN(C(=O)CCn3c(=O)[nH]c4ccccc4c3=O)CC2)c1C	97	0	10	-1	-0.9	2	0	2	-2	-1
C[C@@H]1CN([C@H](C)CO)C(=O)CCCn2nncc2CO[C@@H]1CN(C)C(=O)OCc1ccccc1	95	-4	4	0	0.1	-4	0	5	-16	2
CSc1nnc2c(=O)[nH]c(=O)n(C)c2n1	150	-11	-1	-3	-1.4	-1	0	0	-1	2
COc1cc(OC)cc(-c2nnc(NC(=O)c3ccc4c(c3)OCCO4)o2)c1	96	-2	0	-7	-3.8	27	6	0	1	8
COc1cc(/C=N/NC(=O)c2cn(-c3cccc(C)n3)cn2)ccc1O	96	4	14	3	0.0	40	7	0	7	3
Cc1cccc(N(C)S(=O)(=O)c2c[nH]c3ccc([N+](=O)[O-])cc23)c1	94	6	8	7	-1.5	-12	-3	2	-7	-4
C[C@H]1CN(S(=O)C(C)(C)C)[C@@H](CCO)/C1=C\CCO (stereo not given in full)	100	-11	1	-13	-0.1	3	1	-1	14	-3

# (listing goes on)
canonical_smiles	ABCB6 inh 2	NOD2 RIPK2 PPI	MC4R antagonist	TLR9-MyD88 inh	MC4R ag barr	Cardio protect	Glyco luc inh	HTR2A ag	SRC2 inh	ABHD5-PLIN5 inh
CN1C(=O)NC2(O)C(=O)c3ccccc3C12O (stereo not given)	105	-4	-6	1	-0.2	-1	-1	-2	28	3
CN(CCCNC(=O)C1CCC(=O)N1Cc1ccccc1Cl)c1ccccc1 (stereo not given)	104	-6	3	-6	0.3	3	1	0	16	2
O=C1c2cccnc2C(Nc2cccc(F)c2)N1Cc1ccco1 (stereo not given)	99	-4	5	0	-2.2	0	1	1	-23	2
Cc1ccc(NC(=O)CCc2nnc3ccc(N4CCC5(CC4)OCCO5)nn23)cc1F	96	-3	0	-6	-0.6	-1	-2	4	17	12
CC(C)CCOc1ccc(C(=O)NCC(c2cccs2)N2CCOCC2)cc1 (stereo not given)	96	8	14	-2	-2.3	-2	-3	-1	-37	10
CCN(CC)S(=O)(=O)c1cc(C(=O)NC2CCCCC2)ccc1C	95	-2	12	1	1.1	-10	-6	5	-66	-3
COc1ccccc1OCCOc1ccccc1/C=N/n1cnnc1	93	2	1	-3	-0.1	38	-2	1	-19	5
CCCC(=O)Nc1cccn(Cc2ccccc2Br)c1=O	104	-6	10	2	-1.9	2	1	1	12	2
CCCCn1c(N)c(N(CC)C(=O)C2=COCCO2)c(=O)[nH]c1=O	91	-1	11	-12	-2.1	6	1	2	14	-2
O=C(NCC(c1ccco1)N1CCc2ccccc2C1)c1ccccc1Cl (stereo not given)	97	4	3	-3	-4.9	-6	1	3	-28	4
COc1cccc(/C=N/NC(=O)CSc2nnc(C)n2-c2ccccc2)c1OC	95	-10	-3	1	-2.0	-4	1	-8	-1	1
CN(C)c1ccc(N2C(=NC(=O)CCC3CCCC3)SC3CS(=O)(=O)CC32)cc1 (stereo not given)	94	-3	19	-3	-0.1	0	2	2	-3	-9
COc1ccc(CNC(=S)NC2CCCC2)cc1	101	-2	25	-2	0.5	2	-1	-5	-13	-3
CCCC(=O)n1nc(-c2ccco2)nc1SCc1ccccc1	103	-3	3	-3	-0.4	7	2	-2	.	-6
C=CC[C@@H](Cc1ccc(F)cc1)C(=O)OC[C@H]1CCCN1C(=O)[C@@H](CC=C)CC(=O)N(CCO)Cc1ccccc1	97	10	13	-4	7.9	-4	-2	-2	22	2
OCc1nnn(-c2ccccc2)c1CO	107	-10	5	6	-1.1	-1	2	-5	-17	6
CC(C)(C)NC(=O)C(c1ccc(F)cc1)N(CC1CCCO1)C(=O)c1csnn1 (stereo not given)	87	-8	3	-31	-1.4	2	0	-6	8	-1
O=C(NNC(=O)C(c1ccccc1)c1ccccc1)c1ccccn1	101	-13	-8	-8	-4.7	51*	5	-12	26	-6
COc1cc(C=NNc2ccc(S(=O)(=O)Nc3ccccc3C(=O)O)cc2[N+](=O)[O-])ccc1O	96	-11	-5	-4	-2.7	-2	2	0	-7	0
CC(=O)N1N=C(c2cccc(O)c2)CC1c1cccs1 (stereo not given)	97	-6	12	-9	-0.7	3	0	3	-67	-6
Cc1ccc(S(=O)(=O)c2nc(S(C)(=O)=O)sc2N(C)C)cc1	96	2	3	2	-1.0	6	-2	2	7	2
CCNC(=O)c1ccc(C23CC4CC(CC(C4)C2)C3)o1	92	-7	-4	-6	-2.2	-8	-2	-1	-29	-1
OC(c1cc(F)cc(Cl)c1)c1ncc(-c2ccccc2Cl)[nH]1 (stereo not given)	99	9	-2	.	-1.8	-18	-3	-5	26	-8
O=C(CCS(=O)(=O)c1ccccc1)N1CCN(c2ccccc2F)CC1	95	-2	3	-14	-3.5	-5	-5	3	-79	0
Cc1noc(C)c1C(=O)Nc1nc(-c2cc(F)ccc2F)cs1	102	7	4	-5	-2.1	-5	-1	8	-35	-5
Cc1nnc(SCC(=O)Nc2cc(-c3cc(C)c(C)cc3C)nn2-c2ccccc2)s1	104	-1	28	4	-0.9	4	-2	-6	9	-1
CN(C)C(=S)Oc1ccccc1C1SCCS1	95	-6	15	6	-1.1	-1	5	-4	-18	2
CCN1C(=O)C2C(C1=O)N1C(c3ccccc3)C3C(=O)N(CC)C(=O)C3N1C2c1ccccc1 (stereo not given)	89	-7	-4	-8	0.4	4	-1	2	1	0
CCOc1ccc2nc(SC(C)C(N)=O)[nH]c2c1 (stereo not given)	99	4	14	1	2.0	-3	4	2	-28	-5
C=CCn1c(=NC(=O)c2cccc(N3C(=O)CCC3=O)c2)sc2cccc(OC)c21	96	2	19	-1	4.9	24	0	1	-12	0

# Following part:
canonical_smiles	ABCB6 inh 2	NOD2 RIPK2 PPI	MC4R antagonist	TLR9-MyD88 inh	MC4R ag barr	Cardio protect	Glyco luc inh	HTR2A ag	SRC2 inh	ABHD5-PLIN5 inh
Cc1ccc2nc(SCC(=O)Nc3cccc4ccccc34)nc(=O)n2c1	93	-17	0	-5	-1.9	1	0	0	1	-8
C=CCNC(=O)C1CC2Cn3c(nc4ccccc43)C2N1C (stereo not given)	94	-7	-1	-2	-1.4	6	3	5	-14	-4
Cc1ccc(CN2CCN(Cc3cccc(OCCO)c3)CC2CCO)o1 (stereo not given)	105	-3	-5	0	2.7	3	0	5	-13	11
CCOC(=O)C1CCN(C(=O)C2CC(=O)N(c3ccc(C)cc3)C2)CC1 (stereo not given)	88	9	2	-1	-1.5	-3	1	7	-10	3
CN1CCN(C(=O)c2ccc3nc(-c4ccccc4)c(-c4ccccc4)nc3c2)CC1	98	8	12	5	-2.5	16	2	2	8	6
CC(C)Oc1ccc(S(=O)(=O)N2CCCCC2)cc1NC(=O)CN1C(=O)NC(C)(c2ccccc2)C1=O (stereo not given)	99	10	4	3	-1.8	-4	0	2	2	3

# Compound activity: PubChem, several laboratories

# Only part of the results is shown. The share of hits here may be higher or lower than overall.
